High-throughput results as filed in PubChem.
MITF act: increases MITF-driven TRPM1 promoter luciferase signal; SK-MEL-5 TRPM1-promoter luciferase, 24 h; % of positive control, neutral wells = 0; activation, % at 12.5 µM; 300,000 tested, 0.75% active; AID 588334;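 active = mean activation of at least 80% with every replicate also reaching 80%; inconclusive = mean reaches 80% but some replicate falls short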;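 note: 0% = neutral control wells and 100% = parthenolide positive control wells; values of inactives mirror those of a sister screen read the other way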
Rtt109 HAT inh: C. albicans Rtt109 histone acetyltransferase inhibition; inhibition, % at 34.9 µM; AID 540336; Q5AAJ8; purified Rtt109/Vps75, ThioGlo CoA-SH fluorescence, 4 h; 330,000 tested, 0.16% active;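 active = inhibition of at least 50% in every replicate; inconclusive = best replicate reaches 50% inhibition but some replicates fall short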
SR-BI DiI-HDL act: activators of SR-BI mediated HDL lipid uptake; 320,000 tested, 0.096% active; activation, % at 12.5 µM; CHO ldlA[mSR-BI] cells, DiI-HDL uptake fluorescence, 3 h; 100 = double the neutral-control signal; AID 504775;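 active = mean replicate activation of at least 60% and every replicate at or above 60%; inconclusive = mean or all-replicate condition met, but not both; inactive = mean below 60% and not all replicates reaching 60%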;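 note: 0% = median plate neutral-control signal and 100% = twice that signal; values of inactives mirror those of a sister screen read the other way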
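Material: SR-BI-overexpressing, LDLR-lacking CHO cells | Dosing: Single compound concentration, delivered by pin transfer | Probe or stimulus: Labelled HDL, 10 µg/mL | Signal: Bottom-read cell fluorescence after medium removal, ex 550/em 595 nm | Schedule: 3 h, 37 °C | Evaluation: HDL uptake via cellular fluorescence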
PvdQ inh: blocks Pseudomonas aeruginosa PvdQ acylase activity | 340,000 tested, 0.063% active | purified PvdQ acylase, fluorescence plate reader | AID 488965 | inhibition, % at 10 µM; in the data active = inhibition above about 30%, passing the limit was not always enough; inconclusive = no clear call, values can overlap the other calls;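 note: 0% = vehicle neutral wells and 100% = reference inhibitor wells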
Wnt bcat act: activators of Wnt/beta-catenin signaling; activation, % at 9.35 µM; 300,000 tested, 1.2% active; Wnt/beta-catenin reporter cell assay, activator, plate reader; in the data active = activation above about 30%, passing the limit was not always enough; inconclusive = no clear call, values can overlap the other calls;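 note: 0% = neutral control wells and 100% = positive control wells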
CDK5 inh: blocks human CDK5/p35 kinase activity; Q00535+Q15078; Recombinant CDK5/p35, ADP-Glo luminescence, 60 min; inhibition, % at 10 µM; 330,000 tested, 0.01% active; AID 488839;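 active = highest replicate inhibition of at least 50% and at least 75% of replicates reaching 50%; inconclusive = only one of the two criteria met; inactive = both criteria failed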;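 note: plate controls were DMSO neutral control for no effect and GW8510 at 10 µM for full effect; many of its hits are not listed in these tables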
Target sequence (Q00535 whole entry, looked up): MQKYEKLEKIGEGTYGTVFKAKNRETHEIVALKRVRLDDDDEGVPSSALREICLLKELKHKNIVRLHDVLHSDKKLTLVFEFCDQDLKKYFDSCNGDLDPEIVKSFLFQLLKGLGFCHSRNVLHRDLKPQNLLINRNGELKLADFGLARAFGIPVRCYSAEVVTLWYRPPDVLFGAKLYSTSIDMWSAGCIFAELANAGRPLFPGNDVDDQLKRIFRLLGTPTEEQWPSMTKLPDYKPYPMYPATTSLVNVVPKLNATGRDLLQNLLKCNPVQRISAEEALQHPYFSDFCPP
Target sequence (Q15078 whole entry, looked up): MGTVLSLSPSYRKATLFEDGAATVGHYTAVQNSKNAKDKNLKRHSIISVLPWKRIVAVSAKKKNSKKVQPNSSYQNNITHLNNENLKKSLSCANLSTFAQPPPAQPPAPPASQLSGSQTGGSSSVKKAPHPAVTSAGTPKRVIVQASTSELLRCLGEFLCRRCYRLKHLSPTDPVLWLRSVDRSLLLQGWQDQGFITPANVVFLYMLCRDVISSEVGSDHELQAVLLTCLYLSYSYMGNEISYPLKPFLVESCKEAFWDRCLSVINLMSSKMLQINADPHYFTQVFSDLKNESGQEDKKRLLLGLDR
dFosB activator: activators of mouse delta FosB homodimer. P13346. AID 493131. purified delta FosB, TAMRA-CDK5 oligo fluorescence polarization; percent of positive-control signal above neutral wells. 340,000 tested, 0.99% active. activation, % at 25 µM;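 active = mean activation above about 17%, with every replicate also reaching it, limit read from the data, passing the limit was not always enough; inconclusive = only one of the two conditions met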;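 note: fluorescence polarization rise as delta FosB binds a TAMRA Cdk5 AP-1 oligo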
RTF Ca sens act: cardiac RTF calcium sensitization | IANBD-labeled TnC RTF fluorescence at EC20 calcium; 0% EC20 calcium, 100% full calcium | activation, % at 7.2 µM | 340,000 tested, 0.24% active | AID 493008;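 active = activation above the mean over all tested compounds plus 3 SD, cut at about 30% in these data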;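 note: rise in fluorescence read as greater calcium sensitivity of cardiac thin filaments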
HTR5A ag: HTR5A agonism, opioid heterodimer counter-screen; HTR5A agonist assay, luminescence, cell-based; activation, % at 9.3 µM; P47898; 340,000 tested, 0.61% active; in the data active = activation mostly above about 9.5%, no sharp cut-off; inactive = mostly below about 7.6%;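 note: 0% = cells with vehicle only and 100% = reference agonist; strong numbers were not always called active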
Target sequence (P47898 whole entry, looked up): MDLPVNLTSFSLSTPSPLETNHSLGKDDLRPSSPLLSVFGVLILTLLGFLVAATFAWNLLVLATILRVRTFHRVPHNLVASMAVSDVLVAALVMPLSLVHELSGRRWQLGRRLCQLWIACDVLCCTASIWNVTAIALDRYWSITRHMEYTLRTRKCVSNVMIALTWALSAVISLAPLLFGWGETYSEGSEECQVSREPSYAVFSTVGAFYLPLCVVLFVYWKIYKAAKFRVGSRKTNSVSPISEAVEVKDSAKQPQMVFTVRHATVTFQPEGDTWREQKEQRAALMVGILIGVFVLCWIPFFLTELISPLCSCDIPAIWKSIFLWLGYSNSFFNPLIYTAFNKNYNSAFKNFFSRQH
SR-BI HDL uptake: inhibitors of mouse SR-BI mediated HDL lipid uptake. ldlA[mSR-BI] CHO cells, DiI-HDL uptake fluorescence, 3 h. inhibition, % at 12.5 µM. 320,000 tested, 0.96% active. Q61009. AID 488896;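 active = mean replicate inhibition of at least 70% and a set share of replicates each scoring 70 or more; inconclusive = meets just one of the two criteria; inactive = fails both criteria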;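 note: 0% = median of neutral control wells and 100% = median of positive control wells; values of inactives mirror those of a sister screen read the other way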
The depositor's hits bear a star; ? = inconclusive; . = not tested or not shown.

no.	molecule	MITF act	Rtt109 HAT inh	SR-BI DiI-HDL act	PvdQ inh	Wnt bcat act
1	Brc1ccc(-c2nn3c(Cc4ccccc4)nnc3s2)o1	-9	-6	6	5	.
2	O=C(N/C(=C\c1ccc(Br)cc1)C(=O)N1CCCC1)c1cccs1	-12	4	-17	0	2
3	COC(=O)CSC(C(=O)Nc1ccc(C)c(C)c1)c1ccccc1 (stereo not given)	29	-7	-10	-23	35*
4	CCOc1ccccc1CN1CCNC(=O)C1CC(=O)NC1CCCCCCC1 (stereo not given)	-5	5	8	4	-1
5	CCCc1nnc(NC(=O)CCC(=O)NCCc2ccc(OC)c(OC)c2)s1	6	3	19	-11	-1
6	CCOc1cc(/C=N/NC(=O)CNc2ccc(C)cc2)ccc1OC(=O)c1ccccc1	0	19	-56	-12	.
7	COc1cc(OC)cc(C(=O)N2CCC(C(=O)c3ccc(F)cc3)CC2)c1	7	-15	5	-8	-1
8	O=C(COc1ccc(Cl)cc1)NCc1nnc(SCC(=O)NC2CCCC2)o1	6	6	-11	0	.
9	Nc1c(Cl)cc(-c2csc(NCCc3nc4cc(Cl)c(Cl)cc4n3CCCO)n2)cc1Cl	6	0	-66	-11	-8
10	COc1cccc(-c2ccc3ncnc(NCc4cccnc4)c3c2)c1	7	13	-11	-9	-5
11	COc1ccc(S(=O)(=O)N2CCN(CC(=O)c3ccc(O)c(O)c3)CC2)cc1	-1	6	-8	-3	2
12	COc1ccc(NC2=CC(=O)CC(C)(C)C2)cc1	10	1	.	-12	3

no.	CDK5 inh	dFosB activator	RTF Ca sens act	HTR5A ag	SR-BI HDL uptake
1	1.5	-9	0	-3	-6
2	-2.1	-11	7	-4	17
3	-5.4	-1	-4	4	10
4	0.1	-17	-4	-1	-8
5	-1.9	4	3	6	-19
6	2.3	-10	2	-9	56
7	-1.3	1	1	5	-5
8	-0.5	-1	-9	-1	11
9	1.8	-11	1	-3	66
10	-1.7	-32	-4	5	11
11	0.4	-2	-3	2	8
12	0.0	1	1	2	.

Further records:
no.	molecule	MITF act	Rtt109 HAT inh	SR-BI DiI-HDL act	PvdQ inh	Wnt bcat act
13	CCN(CC)S(=O)(=O)c1ccc(NC(=S)Nc2ccccc2)cc1	-2	.	5	-2	2
14	CCC(=O)Nc1ccc(/C(C)=N\NS(=O)(=O)c2ccc(C)cc2)cc1	.	-11	19	-6	-2
15	COC(=O)c1cc2ccsc2n1Cc1cccc(F)c1	-14	-1	-10	-8	0
16	O=C(Nc1nccs1)c1ccc(S(=O)(=O)c2ccccc2)cc1	-4	-9	-2	1	.
17	COc1ccc(OC)c(NC(=O)c2ccccc2SC)c1	4	?	-23	6	.
18	Cc1cc(C)c2c(N=NN(C)C)[nH]nc2n1	2	-4	59	19	0
19	O=c1c(-c2cnn(-c3ccccc3)c2)coc2cc(O)ccc12	76	-6	-6	-10	.
20	O=C(c1ccc(C#CC2(O)CCCCC2)cc1)N1CCN(Cc2ccccc2)CC1	-33	3	-12	-14	-2
21	C/C(=N\NC(=O)c1c(Br)c(C)nn1C)c1cccc(NC(=O)c2ccccc2C)c1	5	1	1	-3	0
22	Cc1cc(C)nc(NC(N)=NC2CCCCC2)n1	-12	4	3	-3	-8
23	O=C(c1cc(-c2cccc(Cl)c2)nc2ccccc12)N1CCN(c2ccccn2)CC1	-3	2	-1	-2	0
24	CN(C(=O)c1cccc(NC(=O)Cc2cccc(NC(=O)C3CCN(C(=O)c4ccccc4)CC3)c2)c1)C1CC1	-13	3	-23	-17	-1

no.	CDK5 inh	dFosB activator	RTF Ca sens act	HTR5A ag	SR-BI HDL uptake
13	-1.2	-8	1	6	-5
14	1.0	-5	1	15	-19
15	1.3	2	-2	3	10
16	0.4	4	-2	1	2
17	0.8	-2	7	3	23
18	0.1	9	-1	-1	-59
19	-0.4	-27	3	2	6
20	-0.2	-10	-2	3	12
21	-2.6	4	-8	3	-1
22	-0.5	-6	3	7	-3
23	-0.1	-8	-8	-3	1
24	-3.4	-8	-2	9.1*	23

(continued)
no.	molecule	MITF act	Rtt109 HAT inh	SR-BI DiI-HDL act	PvdQ inh	Wnt bcat act
25	CCOc1ccc(NC(=O)CN2CCN(Cc3c(F)cccc3F)CC2)cc1	-9	7	-42	8	-2
26	Cc1ccc(C(C)n2cc(C(=O)NCc3cccnc3)nn2)cc1 (stereo not given)	0	-5	-11	9	.
27	O=C(COc1ccccc1F)NCC(c1ccc(F)cc1)N1CCOCC1 (stereo not given)	4	2	4	-5	-2
28	O=C(Nc1ccc(F)cc1)c1cccnn1	4	-12	10	-11	3
29	S=c1[nH]c(-c2ccccc2)cn1/N=C/c1ccncc1	8	5	-7	-1	-1
30	COc1ccc(N2C(=O)CC(N3CCC(O)(c4ccc(Cl)cc4)CC3)C2=O)cc1 (stereo not given)	-3	8	-9	3	.
31	COc1ccccc1C(=O)COC(=O)c1cc(=O)[nH]c2ccccc12	11	-2	-19	-7	3
32	COc1ccc(-c2oc(=O)c3cc(OC)c(OC)cc3c2C#CCCCO)cc1	10	0	-78	-20	-7
33	O=C(CCCc1nc(-c2ccccc2)no1)N1CCOCC1	.	-5	8	-2	5
34	CCCCCCCCOC1OC(CO)C(O)C(O)C1NC(C)=O (stereo not given)	13	-3	-2	-1	-2
35	COc1ccc(OCCCC(=O)NNC(=O)c2ccncc2)cc1	-10	2	35	-14	0
36	Fc1ccc(-c2nc3n(n2)Cc2ccccc2-3)cc1	20	-5	12	-10	.

no.	CDK5 inh	dFosB activator	RTF Ca sens act	HTR5A ag	SR-BI HDL uptake
25	-0.2	-11	5	0	42
26	0.6	-3	-13	-4	11
27	1.6	4	-1	2	-4
28	0.9	-5	7	1	-10
29	13	-3	4	1	7
30	-0.7	0	0	0	9
31	-0.1	1	7	3	19
32	-4.4	0	6	2	78*
33	0.4	2	6	-3	-8
34	0.0	-1	4	6	2
35	-0.2	6	-7	0	-35
36	0.8	-26	-4	-11	-12

Single records, as listed above. Screens in order: MITF act, Rtt109 HAT inh, SR-BI DiI-HDL act, PvdQ inh, Wnt bcat act, CDK5 inh, dFosB activator, RTF Ca sens act, HTR5A ag, SR-BI HDL uptake
`Fc1ccc(-c2nc3n(n2)Cc2ccccc2-3)cc1` is listed as 20, -5, 12, -10, ., 0.8, -26, -4, -11, -12
`Cc1ccc(C(C)n2cc(C(=O)NCc3cccnc3)nn2)cc1` (stereo not given) is listed as 0, -5, -11, 9, ., 0.6, -3, -13, -4, 11
`COc1ccccc1C(=O)COC(=O)c1cc(=O)[nH]c2ccccc12` is listed as 11, -2, -19, -7, 3, -0.1, 1, 7, 3, 19
`CCCCCCCCOC1OC(CO)C(O)C(O)C1NC(C)=O` (stereo not given) is listed as 13, -3, -2, -1, -2, 0.0, -1, 4, 6, 2

New compounds follow:
no.	molecule	MITF act	Rtt109 HAT inh	SR-BI DiI-HDL act	PvdQ inh	Wnt bcat act
37	CC(=O)Nc1sc(N/N=C/c2ccc(C)cc2)nc1-c1ccc(C)cc1	8	-2	-27	-11	16
38	COc1cc(OC)cc(C(=O)NNC(=S)Nc2ccc(S(N)(=O)=O)cc2)c1	-4	3	-5	18	-2
39	CC(=O)C(/C=N/c1cc(-c2ccc(C)cc2)nn1-c1ccccc1)=C(\C)O	42	-2	-37	-1	38*
40	Cc1cccc(NC(=O)c2cc(=O)[nH]c3ccccc23)c1	.	-1	-29	-19	0
41	O=C(N/N=C/c1ccoc1)c1cc(Br)ccc1O	-5	0	-4	-7	7
42	Cc1cccc(C(=O)OCC(=O)N(C)C(c2ccccc2)c2ccccc2)c1[N+](=O)[O-]	5	11	2	-7	-3
43	COc1ccc2oc(C(=O)OC(C)C(=O)NCc3ccccc3)c(C)c2c1 (stereo not given)	2	-8	1	5	-4
44	COc1ccc(Cl)cc1C(=O)Nc1ccccc1N1CCN(C)CC1	-13	3	-13	-10	.
45	CC(CC(=O)O)CC(=O)Nc1cc(C(F)(F)F)cc(C(F)(F)F)c1 (stereo not given)	.	-12	10	-8	51*
46	CC(=O)c1cccc(N=Nc2c(C)[nH]c3ccccc23)c1	13	-1	-28	-10	12
47	O=C(Nc1ccc(S(=O)(=O)Nc2ncccn2)cc1)C1=NN(c2ccccc2)C(=O)CC1	-10	32	.	2	-2
48	CC(NC(=O)NC1CCCCC1)C(c1cccs1)N1CCN(C)CC1 (stereo not given)	4	0	9	-4	1
49	O=C(Nc1cccc(Cl)c1)ON=C1c2ccccc2-c2ccccc21	15	.	-8	-8	2
50	CC1=C(c2ccccc2)C(=S)NC(C)(C)C1	-2	3	7	-18	-1
51	O=C(CCN1C(=O)C2CC=CCC2C1=O)N1CCN(c2ccccn2)CC1 (stereo not given)	0	-8	7	-9	0

no.	CDK5 inh	dFosB activator	RTF Ca sens act	HTR5A ag	SR-BI HDL uptake
37	1.6	-9	2	3	27
38	3.4	1	0	4	5
39	0.5	-3	4	-3	37
40	1.0	1	1	2	29
41	-0.3	-4	-1	0	4
42	-0.4	1	3	-2	-2
43	-0.3	-5	-9	6	-1
44	1.3	-7	8	2	13
45	-0.3	1	-6	6	-10
46	1.3	-9	8	-2	28
47	-4.2	-7	-1	-1	.
48	-0.4	-5	3	-6	-9
49	6.1	-16	5	3	8
50	1.5	2	1	0	-7
51	-0.5	-3	6	8	-7
